GLA spleen mod: inhibitors or activators of human alpha-galactosidase in spleen homogenate; AID 2107; human spleen homogenate, 4MU-alpha-Gal fluorescence, 40 min; P06280; Potency, µM (doses to about 80 µM), without a hit: at the top dose activity change, negative = inhibition, usual class: inhibitors; hit rate 0.008% among 240,000;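 note: 0% = enzyme with vehicle and -100% = no enzyme basal signal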
Target sequence (P06280 32-429 limits assumed): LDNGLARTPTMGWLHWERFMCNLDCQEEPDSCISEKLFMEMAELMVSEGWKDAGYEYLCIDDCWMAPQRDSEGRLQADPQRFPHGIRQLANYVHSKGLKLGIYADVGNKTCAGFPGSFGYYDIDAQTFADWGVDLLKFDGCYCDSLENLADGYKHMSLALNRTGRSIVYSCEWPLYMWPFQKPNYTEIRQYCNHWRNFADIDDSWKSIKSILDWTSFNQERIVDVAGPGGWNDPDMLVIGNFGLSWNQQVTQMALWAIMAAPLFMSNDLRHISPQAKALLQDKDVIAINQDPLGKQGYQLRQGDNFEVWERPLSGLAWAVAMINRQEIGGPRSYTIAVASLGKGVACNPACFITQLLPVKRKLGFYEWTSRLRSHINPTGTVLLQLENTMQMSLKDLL
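Inhibition or activation of alpha-galactosidase in human spleen homogenate is scored by 4-MU fluorescence after 40 min at 37C, pH 5.0, with 1 mM substrate. AC50s come from concentration-response fitted to the Hill equation.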
GAA spleen mod: inhibits or activates alpha-glucosidase in human spleen homogenate; P10253; human spleen homogenate, 4-MU-alpha-glucoside fluorescence; Potency, µM (doses to about 79.9 µM), for inactives: at the top dose activity change, negative = inhibition, actives largely listed as inhibitors; hit rate 0.006% among 240,000; AID 2112;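 note: 0% = enzyme with vehicle and -100% = no enzyme basal signal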
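AC50 values come from Hill-equation fits of concentration-response data, normalized to no-enzyme and full-activity controls. Enzyme source: 1 ug human spleen homogenate; 1 mM fluorogenic 4-MU glucoside, pH 5.0 citrate buffer, 37 C, 40 min.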
ALDH1A1 block: ALDH1A1 (human) enzyme inhibition | P00352 | Purified ALDH1A1, NADH fluorescence, propionaldehyde substrate | Potency, µM (highest dose often 75.3 µM), for the others: at the highest dose activity, negative = inhibition, usual class: inhibitors | hit rate 7.3% among 220,000 | AID 1030; active = well fitted inhibition curve with a large enough effect, not every such curve was filed as active; inconclusive = small, poorly fitted or top-dose-only effect, or another doubt; inactive = no such curve, though single readings can be large or run the other way;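 note: plate controls were no enzyme wells and a reference inhibitor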
SMN2 splice enh: SMN2 splice variant enhancement. HEK293 SMN2-luciferase splicing reporter, luminescence, 30-36 h. Potency, µM (titrated, usually from 46.1 µM), for the others: at the top dose activity change, positive = activation, hits mostly activators. hit rate 2.8% among 210,000. AID 1458; note: % of control where 0% means no effect; nearly all actives have a fitted effect of over 55% in size
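qHTS luciferase splicing reporter: luminescence rises when SMN2 exon 7 is included in transfected HEK293 cells. Compound exposure lasted 30-36 h at 37C, with 4.5 mM final sodium butyrate as control, followed by a ONE-Glo read.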
GAA inhib: inhibitors of human lysosomal alpha-glucosidase | Potency, µM (titrated, usually from 76.9 µM), inactives show top-dose activity change, negative = inhibition, hits mostly inhibitors | P10253 | hit rate 0.005% among 200,000 | purified human GAA, 4-MU-alpha-glucoside fluorescence;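 note: plate controls were uninhibited enzyme wells for no effect and no-enzyme background for full effect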
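Enzyme (4 nM final) mixed with compound (up to 77 uM), then 4-MU-alpha-D-pyranoside (400 uM final) added; 20 min at room temperature, pH 5.0. Reaction stopped at pH 10, fluorescence read, AC50 derived by Hill fit.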
RGS12 GoLoco inh: inhibitors of human Gai1-RGS12 GoLoco interaction (red fluorophore); hit rate 0.44% among 230,000; Gai1:RGS12 GoLoco peptide FP, rhodamine, 10 min; Potency, µM (titrated, usually from 61.6 µM), for inactives: at the highest dose activity, negative = inhibition, usual class: inhibitors; P63096; active = well fitted inhibition curve with a large enough effect, not every such curve was filed as active; inactive = no such curve, though single readings can be large or run the other way; note: % is set by controls: 0 for no effect and ±100 for the full control effect; nearly all actives have a fitted effect of over 30% in size; many of its hits are not listed in these tables
Target sequence (P63096 whole entry, looked up): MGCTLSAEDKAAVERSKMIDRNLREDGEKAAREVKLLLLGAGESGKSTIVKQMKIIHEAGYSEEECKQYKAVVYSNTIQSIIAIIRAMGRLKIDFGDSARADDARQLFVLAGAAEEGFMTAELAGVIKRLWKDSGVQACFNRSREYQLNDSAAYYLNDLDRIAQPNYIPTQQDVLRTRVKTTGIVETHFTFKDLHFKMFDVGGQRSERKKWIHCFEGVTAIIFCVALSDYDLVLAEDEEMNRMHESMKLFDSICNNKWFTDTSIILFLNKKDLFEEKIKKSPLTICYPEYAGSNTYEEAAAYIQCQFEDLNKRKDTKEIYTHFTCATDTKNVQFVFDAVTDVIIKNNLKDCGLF
GAA glycogen: alters human alpha-glucosidase cleavage of glycogen | recombinant GAA, glycogen substrate, Amplex Red glucose oxidase fluorescence | Potency, µM (series often up to 76.4 µM), without a hit: at the top dose activity change, negative = inhibition, most hits filed as inhibitors | P10253 | hit rate 0.38% among 300,000;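 note: 0% = full enzyme reaction and -100% = no-enzyme basal signal; the screen sought inhibitors and activators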
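Recombinant enzyme (4 nM final) with compounds titrated up to 77 uM and bovine liver glycogen (30 ug) in citrate pH 5.0, 0.01% Tween-20, 37 C 40 min. Released glucose detected by Amplex Red/glucose oxidase (Ex 573/Em 610); AC50 from Hill fits.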
KDM4E inh: blocks human JMJD2E demethylase activity | B2RXH2 | JMJD2E catalytic domain, FDH-coupled NADH fluorescence (FDH is formaldehyde dehydrogenase) | Potency, µM (doses to about 57.1 µM), for the others: at the top dose activity change, negative = inhibition, actives largely listed as inhibitors | hit rate 1.6% among 230,000 | AID 2147; active = well fitted inhibition curve with a large enough effect, not every such curve was filed as active; inconclusive = small, poorly fitted or top-dose-only effect, or another doubt; inactive = no such curve, though single readings can be large or run the other way;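 note: 0% = wells with enzyme and -100% = buffer wells without enzyme; nearly all actives have a fitted effect of over 50% in size; many of its hits are not listed in these tables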
Target sequence (B2RXH2 1-337 limits assumed): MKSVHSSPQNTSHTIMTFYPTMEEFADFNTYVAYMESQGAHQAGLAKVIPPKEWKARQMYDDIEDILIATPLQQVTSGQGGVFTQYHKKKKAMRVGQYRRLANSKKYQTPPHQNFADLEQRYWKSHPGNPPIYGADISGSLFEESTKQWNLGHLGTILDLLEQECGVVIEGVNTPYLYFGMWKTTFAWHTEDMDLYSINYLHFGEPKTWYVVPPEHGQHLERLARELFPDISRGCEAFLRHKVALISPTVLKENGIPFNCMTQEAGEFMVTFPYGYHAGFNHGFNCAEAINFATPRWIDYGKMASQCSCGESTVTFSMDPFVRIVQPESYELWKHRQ
* = called active by the depositor; ? = inconclusive; · = not tested or not shown; & = joins results of further samples; [ ] = dose if it differs, or a comment. Unless noted, calls come from the whole dose curve; as a rule, active = well fitted curve in the direction sought with a large enough effect; inconclusive = small, poorly fitted or top-dose-only effect, or another doubt; inactive = no such curve, though single readings can be large; an effect the other way counts as inactive or inconclusive. Potency is the fitted concentration of half-maximal effect. This is a subset; count on the stated rates, not on these rows.

SMILES	GLA spleen mod	GAA spleen mod	ALDH1A1 block	SMN2 splice enh	GAA inhib	RGS12 GoLoco inh	GAA glycogen	KDM4E inh
CCc1nc(NC2CCCCC2)c(C#N)c2c1COC(C)(C)C2	-13%	0%	?	-14%	4%	9%	0%	?
CCOC(=O)c1ccc(NC(=S)N(CCCN2CCCCC2)Cc2ccco2)cc1	-1%	-3%	1%	-3%[1.84 µM]	-5%	7%	0%	-1%
COC(=O)[C@H](CCSC)NC(=O)Nc1ccc(C(C)=O)cc1	6%	-2%	0%	-5%	?	-7%	8%	1%
Cc1ccc(C)c(N2CCN(C(=O)C3CCN(S(=O)(=O)c4cccc5nsnc45)CC3)CC2)c1	-12%	-2%	-1%	-54%[inhibitor]	-15%	6%	0%	1%
O=C(CSc1nnc2n(C3CCCCC3)c(=O)c3ccccc3n12)OC1CCCCC1	8%	4%	?	0%	?	-3%	-14%	-5%
COc1cc2[nH]c(=S)n(Cc3ccccc3)c(=O)c2cc1OC	7%	7%	4.5µM*	-7%	12%	6%	7%	-4%
COc1ccccc1NC(=S)N(CCN1CCOCC1)Cc1ccccc1F	1%	0%	-7%	5%	8%	6%	-10%	-8%
Cc1ccccc1-c1nnn(Cc2ccc(-c3nn[nH]n3)cc2)n1	-3%	9%	-5%	-4%	1%	-7%	-4%	1%
CC1CCN(C(=O)CNS(=O)(=O)c2ccc(Br)s2)CC1	-1%	-5%	8.9µM*	-1%	-1%	4%	-9%	0%
COCCSc1ccccc1C(=O)N1CCC(Cc2ccccc2)CC1	-3%	-10%	6%	-17%	6%	11%	-4%	-1%
O=C(N/N=C/c1ccc[nH]1)c1cccc(Br)c1	-2%	-14%	3%	3%	-4%	-2%	6%	-10%
Cc1cc(C(F)F)n2nc(C(=O)Nc3c(F)cc(F)cc3Br)nc2n1	1%	2%	?	?	-11%	138%[activator]	0%	7%
CC(C)(C)NC(=O)CSc1nc(N)c(NC(=O)c2ccccc2F)c(=O)[nH]1	-4%	-3%	0%	19%	-1%	-8%	7%	-2%
CC(=O)N1CC(=O)N=C1SCC(=O)Nc1nc(C)c(-c2ccccc2)s1	3%	-4%	4%	?	-7%	6%	1%	?
COc1ccc2[nH]c(=O)c(CN(C(=O)c3cccnc3)c3ccccc3)cc2c1	5%	-11%	?	-14%	13%	5%	2%	?
COc1ccc(C(=O)Nc2ccc(S(=O)(=O)Nc3nccnc3OC)cc2)cc1	2%	-2%	?	-23%	0%	-5%	1%	11%
Cc1cccc(NC(=O)COC(=O)Cc2cccc(C(F)(F)F)c2)c1C	8%	7%	6%	12%	-3%	-5%	-2%	4%
CCOC(=O)c1cnc(-n2nc(C)cc2C)[nH]c1=O	-16%	-4%	·	·	·	8%	-4%	?
O=C(NCc1ccco1)c1cccnc1Cl	-2%	-4%	?	33%	2%	-3%	5%	0%
O=C(Cc1ccc([N+](=O)[O-])cc1)c1ccc(O)cc1O	-13%	5%	·	·	·	1%	-3%	2%
Cc1nnc(SCc2nc3scc(-c4ccccc4)c3c(=O)[nH]2)s1	-2%	-1%	5%	·	0%	54%[activator]	11%	6%
Cc1ccccc1-n1nc(C)c2c1N=C1C(Cl)=CC(Cl)=CN1C2c1ccc(C(=O)O)cc1 (stereo unspecified)	3%	0%	-4%	3%	-2%	4%	7%	-3%
O=C(COc1ccccc1)Nc1ccc2[nH]c(=O)[nH]c2c1	13%	2%	-3%	-2%	3%	-1%	-2%	?
O=c1c2ccccc2ncn1-c1cccc(Cl)c1	0%	-14%	17%	-18%	-2%	6%	-3%	13%
Cc1nc(CNS(=O)(=O)c2cc(C)c(C)cc2C)cs1	-3%	-4%	13µM*	-11%	-7%	-7%	-4%	-1%
COc1ccc(/C=N/n2cnc3c([nH]c4ccc(F)cc43)c2=O)cc1CSc1ccccn1	4%	-5%	·	·	·	5%	1%	11%
Cc1cccc(C)c1-n1c(C)cc(/C=N/NC(N)=S)c1C	-1%	1%	?	6%	0%	5%	1%	5%
COC(=O)c1cccc(COC(=O)c2ccc(N(C)C)cc2)c1	0%	-1%	?	?	5%	-8%	-1%	?
CCSc1nc(=S)n(-c2ccccc2)c(C)c1C(C)=O	-2%	-21%	-8%	-11%	-8%	11%	-1%	9%
CCC(=O)O[C@@]1(C(=O)CCl)C(C)CC2C3CCC4=CC(=O)C=C[C@@]4(C)[C@]3(F)C(O)C[C@]21C (stereo partly specified)	4%	2%	3%	4%	·	6%	·	2%
CCc1nnc(NS(=O)(=O)c2ccc(NC(=S)NC(=O)c3ccncc3)cc2)s1	0%	-9%	·	·	·	2%	-2%	?
Cc1cccc(NC(=O)CN2C(=O)S/C(=C\c3ccccn3)C2=O)c1	-4%	-6%	4%	8%	6%	12%	1%	10%
NC1=NC(=O)/C(=C\c2cc([N+](=O)[O-])ccc2Cl)S1	9%	4%	?	-2%	1%	-2%	-1%	-5%
COc1ccccc1-c1nnc2n1N=C(c1ccc(O)c(O)c1)CS2	-1%	-1%	20%	-12%	-7%	-11%	11µM*	25µM*
CCCCCc1nnc(NC(=O)c2ccc(=O)n(C)n2)s1	-1%	1%	-1%	8%	5%	6%	5%	3%
O=C(C[n+]1ccccc1)N/N=C/c1ccc(F)cc1	2%	-8%	18%	8%	3%	6%	2%	3%
C=CCONC(=O)c1cc(OCC(F)(F)F)ccc1OCC(F)(F)F	3%	-7%	23%	-6%	-3%	8%	24%	5%
Cc1ccn2cc(C(=O)Nc3nnc(C)s3)nc2c1	-6%	3%	23%	·	9%	·	-11%	-5%
Cc1ccc(C2CC(C(F)(F)F)n3ncc(C(N)=O)c3N2)cc1 (stereo unspecified)	-5%	-8%	0%	-10%	9%	1%	2%	-3%
C=CCOC(=O)c1[nH]c2c(c1C)C(=O)CC(c1cc(OC)c(OC)c(OC)c1)C2 (stereo unspecified)	-3%	-1%	?	·	3%	1%	10%	-1%
COc1ccc(C(=O)N/N=C(\C)Cn2nc([N+](=O)[O-])cc2C)cc1	-3%	-7%	?	-3%	1%	8%	-6%	9%
Cc1ccc(NC(=O)CN2C(=O)C3CCCCN3C(=O)c3ccccc32)cc1 (stereo unspecified)	-5%	-2%	?	0%	2%	7%	4%	13%
Cc1cc(C(=O)OCC(=O)c2ccc(Br)s2)c(C)o1	9%	1%	?	6%	1%	0%	-4%	-3%
CCc1cccc2c(N=O)c(O)[nH]c12	1%	-10%	?	-1%	1%	3%	-9%	6%
COc1ccc(S(=O)(=O)Nc2cc(C(=O)NC(C)C)ccc2N2CCOCC2)cc1	-1%	-5%	0.79µM*	20%	-7%	3%	-13%	0%
CCc1nn(CC(=O)NCCCN(CC)c2cccc(C)c2)c(=O)c2cc3occc3n12	-9%	-3%	0%	-10%	-1%	-9%	10%	?
O=C(N/N=C\C=C\c1ccc2c(c1)OCO2)C1COc2cc3ccccc3cc2O1 (stereo unspecified)	9%	6%	?	2%	?	3%	1%	?
CCOC(=O)N1CCN(c2c(NCC3CCCO3)c(=O)c2=O)CC1 (stereo unspecified)	0%	0%	-15%	-3%	-3%	-1%	26%	-2%

The final 4 compounds of the section before lead into the next.
SMILES	GLA spleen mod	GAA spleen mod	ALDH1A1 block	SMN2 splice enh	GAA inhib	RGS12 GoLoco inh	GAA glycogen	KDM4E inh
COc1ccc(S(=O)(=O)Nc2cc(C(=O)NC(C)C)ccc2N2CCOCC2)cc1	-1%	-5%	0.79µM*	20%	-7%	3%	-13%	0%
CCc1nn(CC(=O)NCCCN(CC)c2cccc(C)c2)c(=O)c2cc3occc3n12	-9%	-3%	0%	-10%	-1%	-9%	10%	?
O=C(N/N=C\C=C\c1ccc2c(c1)OCO2)C1COc2cc3ccccc3cc2O1 (stereo unspecified)	9%	6%	?	2%	?	3%	1%	?
CCOC(=O)N1CCN(c2c(NCC3CCCO3)c(=O)c2=O)CC1 (stereo unspecified)	0%	0%	-15%	-3%	-3%	-1%	26%	-2%
COc1ccc(-c2nnc(N(C)C(=O)c3ccno3)s2)cc1	1%	-2%	?	11µM*	5%	10%	-7%	?
Cc1ccc(-c2noc(-c3cc4ccccc4oc3=O)n2)cc1	-1%	-6%	?	-7%	?	-2%	0%	?
C=C1CCN(C(CC(C)C)C(=O)OC)S(=O)(=O)c2ccccc21 (stereo unspecified)	5%&6%	-1%&1%	·	·	·	8%	0%	3%
O=C(Cc1ccccc1)N/N=C\c1ccc(Br)o1	2%	-5%	-12%	-17%	2%	-3%	4%	6%
Cc1ccc(Cl)cc1N1CCN(C(=S)NCc2ccco2)CC1	2%	1%	?	-31%[inhibitor]	2%	12%	-3%	-5%
Cc1ccc(NC(=O)/C(=C\c2ccccc2)NC(=O)/C=C/c2ccccc2)cc1	·	-17%	?	·	-14%	·	9%	?
COc1ccc(CN(Cc2cc3cccc(C)c3[nH]c2=O)C(=O)N(C)C)cc1	10%	3%	-6%	15%	5%	8%	9%	3%
CCOC(=O)c1cc(C(=O)OCC)cc(-n2c(C)cc(C(=O)CN3CCOCC3)c2C)c1	-7%	-13%	?	11%	-5%	-2%	-1%	13µM*
Cc1cc(NC(=O)C23CC4CC(C2)CC(n2cnc([N+](=O)[O-])n2)(C4)C3)no1	-4%	0%	1%	-3%	9%	-12%	-11%	-11%
CC(=O)Nc1ccccc1NC(=O)c1cccc2ccccc12	3%	-3%	1%	6%	-2%	4%	7%	16%
COc1ccc(OC)c(N(CC(=O)Nc2cccnc2)S(=O)(=O)c2ccc(OC)c(OC)c2)c1	0%	-3%	9%	-7%	-2%	0%	-3%	1%
O=C(NCCCN1CCOCC1)c1cc2c(=O)[nH]c3ccccc3c2s1	-5%	-7%	?	21%	7%	4%	-10%	?
Cc1nc2c(-c3ccc(F)cc3)c(C)nn2c(C)c1CCC(=O)Nc1ccc(F)cc1F	5%	-5%	·	·	·	3%	2%	?
Cc1ccc(-c2nc(C)sc2CC(=O)Nc2cccc(C)c2C)cc1	-2%	-3%	-1%	·	0%	·	1%	2%
O=S(=O)(Nc1ncccn1)c1ccc(NS(=O)(=O)c2cccc(Cl)c2Cl)cc1	-3%	-2%	-1%	4%	-2%	6%	1%	-5%

Assay outcomes as filed in PubChem BioAssay.
